# Bim-Mcl-1: inhibitors of Bim peptide binding to Mcl-1, primary screen, biochemical, bead-based flow cytometry, multiplex; Induced myeloid leukemia cell differentiation protein Mcl-1 (Homo sapiens), Q07820; Bim peptide-Mcl-1 binding; inhibition, % at 10 µM; 190,000 tested, 0.1% active;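 also: 0% = no compound tracer wells and 100% = peptide blocker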
# Target sequence (Q07820 whole entry, looked up): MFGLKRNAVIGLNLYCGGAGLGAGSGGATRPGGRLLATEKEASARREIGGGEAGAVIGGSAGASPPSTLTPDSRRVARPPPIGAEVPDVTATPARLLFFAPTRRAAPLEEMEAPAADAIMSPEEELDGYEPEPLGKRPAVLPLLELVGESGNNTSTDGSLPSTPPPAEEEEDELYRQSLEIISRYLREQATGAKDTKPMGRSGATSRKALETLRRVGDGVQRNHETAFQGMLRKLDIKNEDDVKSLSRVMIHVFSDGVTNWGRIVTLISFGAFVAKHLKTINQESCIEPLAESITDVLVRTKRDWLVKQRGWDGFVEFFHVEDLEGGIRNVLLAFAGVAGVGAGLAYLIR
# GSH bead fluor: compound fluorescence on glutathione beads, profiling panel, artefact control, biophysical, 488/530 nm, flow cytometry. GSH beads flow cytometry, compound fluorescence 488/530 nm; stronger effect = higher value. fluorescence (KMESF) at 10 µM. 190,000 tested, 0.25% active; in the data active = fluorescence above about 89;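 also: glutathione beads carrying GST-tagged Bcl family fusion proteins plus one bare bead set; values are compound well signal with DMSO vehicle wells as background; inactives centre near 16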
# Bim-Bfl-1: inhibitors of Bim binding to Bfl-1, primary screen, biochemical, multiplexed, bead-based flow cytometry; 190,000 tested, 0.12% active; inhibition, % at 10 µM; Bim-Bfl-1 binding inhibition; Bcl-2-related protein A1 (Homo sapiens), Q16548;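 also: 0% = wells without compound plus tracer and 100% = blocker peptide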
# RGS7-Gao: RGS7-Galphao binding modulators, primary screen, biochemical, multiplexed bead flow cytometry; 220,000 tested, 0.35% active; binding response (% of control), % at 10 µM; AID 1439, 2008; actives lie on both sides; in the data active = binding response below about 49% or above about 150%; inconclusive = no clear call, values can overlap the other calls; inactive = in between;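 also: fluorescent Galphao held in activated GDP-AlF4 state binding bead-coupled RGS7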
# Target sequence (P09471 whole entry, looked up): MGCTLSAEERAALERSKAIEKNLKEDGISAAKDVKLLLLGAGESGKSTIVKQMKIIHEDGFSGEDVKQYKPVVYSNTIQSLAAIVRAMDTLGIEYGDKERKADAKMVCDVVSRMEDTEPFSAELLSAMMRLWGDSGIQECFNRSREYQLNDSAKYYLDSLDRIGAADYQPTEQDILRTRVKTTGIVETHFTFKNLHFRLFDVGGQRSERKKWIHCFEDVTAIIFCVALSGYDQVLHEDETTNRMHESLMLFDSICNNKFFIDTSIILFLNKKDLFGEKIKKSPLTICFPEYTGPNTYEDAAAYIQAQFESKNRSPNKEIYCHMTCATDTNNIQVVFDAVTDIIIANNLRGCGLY
# Bcl-W Bim block: inhibitors of Bim binding to Bcl-W, primary screen, biochemical, multiplexed, bead-based flow cytometry | Bim peptide-Bcl-W binding | inhibition, % at 10 µM | 190,000 tested, 0.02% active | AID 952, 2007;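 also: 0% = bound tracer without compound and 100% = peptide blocker; higher means less fluorescent Bim peptide bound to Bcl-W beads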
# Bcl-2 Bim block: inhibitors of Bim-Bcl-2 binding, primary screen, biochemical, multiplexed, human Bcl-2 family | Apoptosis regulator Bcl-2 (Homo sapiens), P10415 | Bead-based flow cytometry, Bim peptide-Bcl-2 binding | inhibition, % at 10 µM | 190,000 tested, 0.06% active | AID 950, 2007; in the data active = inhibition above about 40%; inconclusive = no clear call, values can overlap the other calls;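 also: 0% = no compound wells with probe peptide and 100% = reference peptide inhibitor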
# Mcl1 Bid PPI: Mcl-1/Bid binding inhibitors, primary screen, biochemical, TR-FRET, 1536-well | inhibition, % at 21.7 µM | 220,000 tested, 0.97% active | AID 1021, 2008 | TR-FRET Mcl-1/Bid-Dy647 peptide binding | Induced myeloid leukemia cell differentiation protein Mcl-1 (Homo sapiens), Q07820;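 active = compounds that cut the binding signal by more than half at the single screening dose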;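 also: His-tagged Mcl-1 with europium anti-His antibody binding Bid BH3 peptide; 0% = Mcl-1 plus peptide wells and 100% = peptide-only wells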
# Bcl-B Bim block: inhibitors of Bim-Bcl-B binding, primary screen, biochemical, multiplexed, human Bcl-2 family | Bcl-2-like protein 10 (Homo sapiens), Q9HD36 | bead-based flow cytometry, Bim peptide-Bcl-B binding | inhibition, % at 10 µM | 190,000 tested, 0.073% active;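 also: 0% = tracer peptide without compound and 100% = reference inhibitor peptide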
# Target sequence (Q9HD36 whole entry, looked up): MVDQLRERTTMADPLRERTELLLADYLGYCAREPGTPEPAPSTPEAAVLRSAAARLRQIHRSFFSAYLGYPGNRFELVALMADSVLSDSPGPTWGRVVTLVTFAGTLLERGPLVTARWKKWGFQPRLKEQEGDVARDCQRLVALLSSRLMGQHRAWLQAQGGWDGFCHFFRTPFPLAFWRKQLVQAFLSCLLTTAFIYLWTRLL
# Bim-Bcl-XL: inhibitors of Bim-Bcl-XL binding, primary screen, biochemical, multiplexed, bead flow cytometry, human Bcl-XL; inhibition, % at 10 µM; Bim peptide-Bcl-XL binding, fluorescence; Bcl-2-like protein 1 (Homo sapiens), Q07817; AID 1007, 2008; 190,000 tested, 0.04% active
# RGS4-Gao reg: modulators of RGS4 binding to Galphao, primary screen, biochemical, multiplexed bead flow cytometry; Guanine nucleotide-binding protein G(o) subunit alpha (Homo sapiens), P09471; actives lie on both sides; binding response (% of control), % at 10 µM; 220,000 tested, 0.33% active; AID 1415, 2008; in the data active = binding response below about 49% or above about 150%; inactive = in between;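 also: fluorescent Galphao activated with aluminum fluoride binding bead-coupled RGS4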
# RGS8-Gao reg: RGS8-Galphao binding modulators, primary screen, biochemical, multiplexed bead flow cytometry; Guanine nucleotide-binding protein G(o) subunit alpha (Homo sapiens), P09471; actives lie on both sides; response (percent of control binding), % at 10 µM; 220,000 tested, 0.34% active; AID 1423, 2008; in the data active = response below about 60% or above about 140%; inactive = in between;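 also: Galphao activated as the GDP aluminium fluoride complex binding bead-coupled RGS8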
# Active calls of the source: *; ? = inconclusive. Rule as the data show it, unless noted: active = inhibition above about 40%.
# Under each structure – Bim-Mcl-1	GSH bead fluor	Bim-Bfl-1	RGS7-Gao	Bcl-W Bim block	Bcl-2 Bim block	Mcl1 Bid PPI	Bcl-B Bim block	Bim-Bcl-XL	RGS4-Gao reg	RGS8-Gao reg
Cc1ccc(SCCNC(=O)c2ccc(C)c(S(=O)(=O)Nc3ccccc3C)c2)cc1
→ 0	20	-2	95	-2	-5	8	-2	0	100	100
Cn1c(C(=O)N2CCCC(C(=O)NCCc3ccccc3)C2)cc2sccc21 (stereo not drawn)
→ -1	22	-10	99	-1	-1	-1	-7	-1	108	105
CC(C)CNC(=O)CO/N=C/c1ccccc1Cl
→ 1	15	-3	96	0	-2	-1	-2	-2	99	102
Cn1nc(-c2ccccc2)c2cc(C(=O)O)sc21
→ 3	6	-3	104	-1	0	-20	1	-1	104	102
Fc1ccc(/C=N/NC(=S)Nc2cccnc2)cc1F
→ 1	19	-6	103	0	-5	-20	-11	-1	100	103
Cc1ccc(NC(=O)CSc2nnc(NC(=O)c3ccc(S(=O)(=O)N4CCOCC4)cc3)s2)cc1
→ -3	6	0	100	-4	-3	-19	-5	-5	104	101
CCOc1cc(/C=C2\C(=O)N(CCc3ccc(OC)c(OC)c3)C(C)=C2C(=O)OC)ccc1O
→ -2	13	-4	97	0	-3	-15	-7	0	103	99
CN(C)S(=O)(=O)c1ccc2c(c1)c(=O)c(C(=O)N1CCOCC1)cn2C
→ 0	25	-9	108	0	-8	-3	-6	-1	107	109
CC(C)c1nnc(NC(=O)CCC(=O)N2CCN(Cc3ccccc3)CC2)s1
→ -1	21	0	98	-4	-5	-52	-2	0	101	99
Cn1c(SCC(=O)c2ccc(F)cc2)nnc1-c1cnccn1
→ -4	23	-1	95	1	0	7	-2	1	95	101
CSc1nc2ccc(Cl)cc2[nH]1
→ -1	68	0	103	-7	0	-5	-4	-4	104	107
COc1ccc(NC(=O)C2CCN(Cc3cnn(-c4ccccc4)c3-n3cccc3)CC2)cc1OC
→ -3	11	1	97	-3	-1	-10	-4	-1	101	103
O=C(Cn1c(=O)sc2ccccc21)Nc1ccccc1
→ -1	13	0	102	0	0	5	-1	0	104	102
COC(=O)Cn1nc(-c2ccc(C)c(S(=O)(=O)N(C)C)c2)c2ccccc2c1=O
→ 0	38	-12	103	1	-8	1	-7	-1	108	105
O=c1cc(-c2ccc(O)cc2)oc2cc(O)c(C3OC(CO)C(O)C(O)C3O)c(O)c12 (stereo not drawn)
→ -3	19	-5	98	-3	-2	-4	0	-2	94	99
Cc1cccnc1NC(=O)/C=C/c1ccc2c(c1)OCO2
→ -4	12	-4	100	-6	-3	-20	-5	-5	87	93
COc1cc(/C=N/NC(=O)CCn2c3ccccc3c3ccccc32)ccc1O
→ 0	22	-9	101	0	-11	18	-3	-2	102	101
O=C(NCCCn1ccnc1)c1cccc(S(=O)(=O)NCc2ccccc2)c1
→ -2	10	-6	103	-3	-2	-33	-3	-3	96	99
N#Cc1c2n(c3c(=O)[nH]cnc13)CCCC2
→ 0	17	-1	101	0	0	-7	1	2	102	99
O=C(/C=C\Nc1ccc2c(c1)OCO2)c1ccccn1
→ 0	31	-4	97	1	-3	-37	-3	-1	100	94
O=C(CSc1nnc(Cc2ccccc2)o1)Nc1ccccc1
→ 3	18	-9	95	-2	-1	-17	-10	-3	95	89
CN1N=C(C(=O)N2CCN(c3ccc([N+](=O)[O-])cc3)CC2)CCC1=O
→ 19	6	0	98	-3	0	-9	-5	-6	98	99
O=C(c1cccc(Cl)c1)N1CCN(Cc2c[nH]c3ccccc23)CC1
→ -2	15	-4	103	-1	-3	3	-2	-1	102	104
COc1ccc(S(=O)(=O)N2CCCCC2)cc1NC(=O)CSc1ncnc2ccccc12
→ -2	10	-5	98	-2	-11	-30	-9	-5	99	99
CCCn1nc2ccccc2c1P(=N)(N1CCOCC1)N1CCOCC1
→ 4	35	4	104	3	1	-9	5	1	96	95
O=C(COC(=O)c1ccc(CNS(=O)(=O)c2ccc(F)c(Cl)c2)cc1)NC1CCCCCCC1
→ -2	11	-7	104	-4	-8	-13	-7	-5	100	101
Cc1ccc(-c2nc3ccccn3c2Nc2ccccc2)o1
→ -7	22	5	98	-2	-2	-9	-11	-7	98	99
CCc1cc2c(=O)[nH]c(-c3ccccn3)nc2s1
→ -1	10	6	102	-1	1	-32	-6	-1	101	99
Cc1ccc(NC(=O)COc2cccnc2[N+](=O)[O-])cc1S(=O)(=O)N1CCCCC1
→ 0	12	-9	101	-2	-7	-10	-4	-5	100	98
O=C(CCS(=O)(=O)c1ccccc1)NC12CC3CC(CC(C3)C1)C2
→ 0	54	-13	105	0	-10	3	-11	-2	110	104
COc1cc(C(=O)O/N=C2\CCCc3c2ccc(OC)c3[N+](=O)[O-])cc(OC)c1OC
→ -1	21	1	104	-3	-4	10	-4	-4	103	99
C=C1C2(C(=O)NCc3ccco3)CCC(C2)C1(C)C (stereo not drawn)
→ -6	17	-1	99	0	-1	-10	-2	-3	100	100
Cc1cccc(-n2c(C)cc(C=C3C(=O)c4ccccc4C3=O)c2C)c1
→ 12	44	23	96	21	11	-75	-1	16	94	99
CN(C(=O)c1ccc(OC2CCN(CCc3ccccc3)CC2)cc1)C1CCCCC1
→ -1	13	-6	103	-2	-2	-11	-3	-1	101	101
C=CCOc1ccccc1/C=N/NC(=O)c1ccc(Cl)cc1Cl
→ -3	18	-11	106	-5	-22	-3	-14	-8	104	101
COc1ccc(CCNS(=O)(=O)c2cc(/C=C/C(=O)O)ccc2C)cc1OC
→ -2	21	-6	97	-6	-5	-10	-7	-1	99	100
CN1CCN(C(=O)Cn2c(C(F)(F)F)nc3ccccc32)CC1
→ -3	10	-1	92	-1	0	-24	-4	-5	83	91
Clc1ccccc1OCc1nc(-c2ccc(Br)o2)no1
→ 0	21	-8	98	4	-3	-2	-3	0	98	99
O=C(COc1cccnc1[N+](=O)[O-])Nc1cccc(S(=O)(=O)N2CCCCC2)c1
→ -5	20	-19	103	-7	-12	-22	-12	-13	104	102
CCN1CCN(C(=O)/C=C\C(=O)O)CC1
→ 0	11	-1	102	0	1	-10	0	-1	106	103
COc1ccc(NC(=O)Cn2nnc(C(=O)Nc3ccccc3C)c2N)cc1
→ 0	9	-5	102	0	-2	1	0	2	100	107
O=C(c1ccccc1)N(CCN1CCOCC1)C1(C(=O)Nc2ccccc2)CCCCC1
→ -9	36	-10	97	0	-10	-5	-7	0	99	101
O=C(O)c1cnn2c1NC(c1cccs1)CC2C(F)(F)F (stereo not drawn)
→ -2	9	-15	101	0	-14	-3	-10	-6	99	101
Cc1cc(C(=O)OCC(=O)NC(=O)NC(C)(C)C)c(C)o1
→ 0	14	-1	102	1	-2	-49	-2	0	105	102
COC(=O)c1ccc(CN(C)S(=O)(=O)c2ccc(C)cc2)o1
→ -5	17	1	104	-4	1	0	-8	-6	102	101
Cc1ccc(-n2c(-c3cn(C)nc3C)n[nH]c2=S)cc1
→ -1	20	7	96	-3	1	-32	-1	-4	98	96
CN(C)/C=N/c1cc(=O)[nH]c(=O)n1CC1CC1
→ -4	19	-5	98	-2	-1	-5	-3	-5	98	102
COc1ccc(NC(=O)COC(=O)CNC(=O)C2CCCCC2)cc1
→ 2	16	-1	100	2	0	-5	-2	0	100	102
CC(=O)c1ccc(NS(=O)(=O)c2cccc(C)c2)cc1
→ -2	35	-11	101	1	-5	9	-10	-4	105	105
Cn1c(-c2ccccc2)cnc1NCc1cc2c(cc1[N+](=O)[O-])OCO2
→ -9	18	-16	98	-7	-11	26	-15	-12	101	102

# (cont.)
# Under each structure – Bim-Mcl-1	GSH bead fluor	Bim-Bfl-1	RGS7-Gao	Bcl-W Bim block	Bcl-2 Bim block	Mcl1 Bid PPI	Bcl-B Bim block	Bim-Bcl-XL	RGS4-Gao reg	RGS8-Gao reg
COc1ccc(C(=O)O/N=C(\N)c2ccccc2)c(OC)c1
→ -3	11	0	106	-2	-1	-4	-3	-7	103	104
COc1cccc(CC2(CO)CCCN(Cc3cn[nH]c3-c3ccccc3)C2)c1 (stereo not drawn)
→ -1	20	-6	99	-3	-5	-54	-7	-5	101	101
O=C(Nc1ccc(N2CCOCC2)cc1)c1cccc(S(=O)(=O)N2CCC(Cc3ccccc3)CC2)c1
→ 1	14	0	92	0	2	-49	-1	-2	95	97
Cc1cccc(NS(=O)(=O)c2cccs2)n1
→ -1	13	0	99	2	0	9	3	2	99	102
C=CCn1c(SCCOc2ccc(OC)cc2)nnc1C(C)NC(=O)Cc1ccc(OC)cc1 (stereo not drawn)
→ 5	32	-11	100	4	-5	7	-4	8	99	101
CCOC(=O)c1ccc(CSc2nnc(N)s2)cc1
→ 1	28	-7	100	-5	-4	-25	-10	-7	98	99
O=C(CSc1ccccc1Cl)c1ccco1
→ -2	51	-9	101	-2	-5	-35	-8	-10	101	101
CC(=O)Nc1sc2c(c1C(c1ccccn1)N1CCCC1)CCCC2 (stereo not drawn)
→ 0	15	-2	?	0	0	-34	2	0	96	102
Cc1[nH]c2ccccc2c1/C=C(/C#N)C(=O)NC(C)C
→ 0	10	-5	94	2	-3	-29	-1	1	98	98
CCOC(=O)c1c(C)sc2c1N(C(=O)CCl)c1cc(Cl)ccc1S2
→ 0	11	-11	97	1	-9	-6	-6	-4	98	100
CN(C)CCCNC(=O)COc1ccc(Br)cc1Cl
→ 2	3	1	103	0	3	-23	-3	-3	102	103
Cc1cc(OCC(=O)Nc2nnc(C3CC3)s2)ccc1[N+](=O)[O-]
→ 0	12	-3	99	3	0	-5	0	1	100	101
O=C(c1cc2sccc2n1Cc1ccc(F)cc1)N1CCN(c2nc3ccccc3s2)CC1
→ 3	60	28	102	28	14	-16	4	3	102	104
O=[N+]([O-])c1ccc(-c2ccc(/C=N/Nc3nc(N4CCCC4)nc(N4CCCC4)n3)o2)cc1
→ 0	13	-3	100	0	0	-39	-6	-3	100	96
N#Cc1ccsc1NC(=O)CN1CCN(S(=O)(=O)c2cc(Cl)ccc2Cl)CC1
→ -4	14	-4	99	-4	-7	-17	-2	-4	100	112
CCOc1cc2[nH]c(=O)n(CCC(=O)N3CCN(c4ccccc4OC)CC3)c(=O)c2cc1OCC
→ -1	22	-2	102	-1	0	-6	2	-1	103	101
Nc1c(C(=O)NCc2ccccc2)c2nc3ccccc3nc2n1-c1ccc2c(c1)OCO2
→ 0	13	1	101	0	4	48	0	0	101	104
COc1ccc([N+](=O)[O-])cc1NS(=O)(=O)c1ccc(Cl)c(C(=O)Nc2sc3c(c2C#N)CCCCC3)c1
→ 0	11	-2	102	1	-1	1	-4	-2	100	104
